Screening data as filed in PubChem.
M4 antag: human M4 muscarinic receptor antagonists, primary screen, CHO cells, Fluo-8 calcium fluorescence; Muscarinic acetylcholine receptor M4 (Homo sapiens), P08173; CHO-hM4 cells, ACh EC80; inhibition, % at 3 µM; actives 0.73% (n = 360,000);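 active = inhibition above its plate's cutoff, the mean inhibition of sample wells plus 3 SD, cut at about 27% in these data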;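 also: 0% = acetylcholine EC80 with DMSO and 100% = DMSO without agonist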
Target sequence (P08173 whole entry, looked up): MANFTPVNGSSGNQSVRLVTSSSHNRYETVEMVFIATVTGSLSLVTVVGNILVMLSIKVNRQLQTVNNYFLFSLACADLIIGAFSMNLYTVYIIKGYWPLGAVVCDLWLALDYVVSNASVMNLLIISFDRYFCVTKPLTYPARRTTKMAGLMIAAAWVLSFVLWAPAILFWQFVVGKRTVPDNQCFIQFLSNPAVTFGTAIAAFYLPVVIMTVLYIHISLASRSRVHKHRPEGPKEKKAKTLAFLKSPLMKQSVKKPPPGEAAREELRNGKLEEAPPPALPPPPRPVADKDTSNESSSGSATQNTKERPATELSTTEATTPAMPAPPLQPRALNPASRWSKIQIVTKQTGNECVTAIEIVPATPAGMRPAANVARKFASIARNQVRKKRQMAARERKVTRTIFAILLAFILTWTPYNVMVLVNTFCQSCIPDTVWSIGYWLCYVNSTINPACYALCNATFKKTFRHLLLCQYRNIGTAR
M5 ag: human M5 muscarinic receptor agonists, primary screen, CHO-K1 cells, Fluo-8 calcium fluorescence. Muscarinic acetylcholine receptor M5 (Homo sapiens), P08912. CHO-K1 hM5 cells; 0% DMSO wells, 100% maximal acetylcholine response. activation, % at 3 µM. actives 0.19% (n = 360,000). AID 624037, 2012;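 active = activation above the run's mean over test compounds plus 3 SD, cut at about 23% in these data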;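 also: signal is peak over basal fluorescence ratio across the kinetic read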
M5 PAM: human M5 muscarinic receptor positive allosteric modulators, primary screen, CHO-K1 cells, Fluo-8 calcium fluorescence | Muscarinic acetylcholine receptor M5 (Homo sapiens), P08912 | CHO-K1 hM5, ACh EC20 PAM; 0% = ACh EC20, 100% = ACh EC100 | activation, % at 3 µM | actives 0.3% (n = 360,000) | AID 624038, 2012;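 active = activation above the run cutoff, the mean activation of all test compounds plus 3 SD, cut at about 18% in these data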
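system = human M5 receptor in CHO-K1 cells | reagent = EC20 acetylcholine as agonist stimulus | compound dosing = single-point, 3 µM nominal | incubation = Fluo-8 loading 80 min at 37 °C plus 30 min room temperature | detection = Fluo-8 calcium dye fluorescence, kinetic read | benchmarks = low control EC20 acetylcholine (0%), high control EC100 acetylcholine (100%)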
CHRM1 PAM: human M1 muscarinic receptor positive allosteric modulators, primary screen, CHO-K1 cells, Fluo-8 calcium fluorescence, 1536-well | Muscarinic acetylcholine receptor M1 (Homo sapiens), P11229 | AID 588819, 2011 | CHO-K1 hM1, ACh EC20; 0% = ACh EC20, 100% = maximal ACh | activation, % at 3 µM | actives 0.088% (n = 360,000); in the data active = activation above about 19%, passing the limit was not always enough
Target sequence (P11229 whole entry, looked up): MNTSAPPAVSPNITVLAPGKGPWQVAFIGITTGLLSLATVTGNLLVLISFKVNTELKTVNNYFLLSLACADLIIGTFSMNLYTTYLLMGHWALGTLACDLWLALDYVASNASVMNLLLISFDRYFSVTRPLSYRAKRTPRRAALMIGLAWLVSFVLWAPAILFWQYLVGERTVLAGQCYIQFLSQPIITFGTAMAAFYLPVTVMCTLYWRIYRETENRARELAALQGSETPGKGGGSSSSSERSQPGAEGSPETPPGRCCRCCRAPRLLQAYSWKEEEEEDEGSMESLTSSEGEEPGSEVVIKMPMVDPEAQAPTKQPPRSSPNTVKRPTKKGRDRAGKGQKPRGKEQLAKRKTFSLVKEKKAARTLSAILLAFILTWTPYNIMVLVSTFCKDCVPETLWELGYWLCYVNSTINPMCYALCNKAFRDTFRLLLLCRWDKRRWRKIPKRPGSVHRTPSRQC
M1 ag: human M1 muscarinic receptor agonists, primary screen, Fluo-8 calcium fluorescence, CHO-K1 cells, HTS; CHO-K1 hM1, agonist mode; 0% DMSO, 100% acetylcholine EC100; activation, % at 3 µM; actives 0.33% (n = 360,000); Muscarinic acetylcholine receptor M1 (Homo sapiens), P11229;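 active = activation above the run's mean compound activation plus 3 SD, cut at about 16% in these data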;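 also: peak over basal fluorescence ratio within a 140 s kinetic read after compound addition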
M4 ag: human M4 muscarinic receptor agonists, primary screen, CHO-K1 cells, Fluo-8 calcium fluorescence | activation, % at 3 µM | AID 624127, 2012 | CHO-K1 hM4/Gqi5; vehicle 0%, full acetylcholine response 100% | actives 0.14% (n = 360,000);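 active = activation above the run mean over all test wells plus 3 SD, cut at about 32% in these data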;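 also: peak over basal fluorescence ratio per well then scaled between controls; 0% = DMSO wells and 100% = acetylcholine at EC100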
M1 antag: human M1 muscarinic receptor antagonists, primary screen, CHO-K1 cells, Fluo-8 calcium fluorescence, 1536-well; Muscarinic acetylcholine receptor M1 (Homo sapiens), P11229; CHO-K1 hM1, ACh EC80 antagonist; inhibition, % at 3 µM; actives 1.3% (n = 360,000);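 active = percent inhibition above its own plate's cutoff, namely the mean of that plate's compound wells plus 3 SD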;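 also: peak over basal fluorescence ratio during 140 s after agonist addition; 0% = ACh EC80 plus DMSO and 100% = DMSO alone without agonist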
M5 antag: human M5 muscarinic receptor antagonists, primary screen, CHO cells, Fluo-8 calcium fluorescence; Muscarinic acetylcholine receptor M5 (Homo sapiens), P08912; CHO-hM5 cells, ACh EC80; inhibition, % at 3 µM; actives 0.59% (n = 360,000); AID 624040, 2012;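 active = inhibition above a per-plate cutoff, the mean of that plate's test compounds plus 3 SD, cut at about 27% in these data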;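 also: 0% = acetylcholine EC80 with DMSO and 100% = DMSO without agonist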
TAAR1 ag: human TAAR1 agonists, primary screen, Fluo-8 calcium fluorescence, CHO RD-HGA16 cells | vehicle wells 0%, saturating PEA agonist 100% | activation, % at 3 µM | actives 0.99% (n = 360,000) | AID 624467, 2012;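 active = activation above the mean activation of all test compounds in the run plus 3 SD, cut at about 38% in these data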
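Assay system – CHO-derived RD-HGA16 cells with stable Gα16 and human TAAR1 · Compound dosing – one-point dosing at 3 µM (nominal) · Incubation – 17-24 h seeding, 75 min 37 °C dye, 30 min RT · Measured by – kinetic Fluo-8 calcium fluorescence · Control set – DMSO vehicle as 0%, PEA at EC100 as 100% · Repeats – single well for each compound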
The depositor's hits bear a star; · = no result given.

Structure,M4 antag,M5 ag,M5 PAM,CHRM1 PAM,M1 ag,M4 ag,M1 antag,M5 antag,TAAR1 ag
COCCNC(=O)CN(C(=O)CCC(=O)Nc1ccccn1)c1ccccc1F,7,1,7,14,-7,0,-10,5,8
O=C(NC1CCS(=O)(=O)C1)c1ccccc1Cl (stereo unspecified),-4,-1,4,5,-3,0,-6,5,3
N#CC(C#N)=C1NC2(CCCCC2)Cc2ccccc21,-4,2,-5,11,3,0,-19,4,19
CC1CC(C)CN(c2cc(N(C)CCO)c([N+](=O)[O-])c3nonc23)C1 (stereo unspecified),5,5,0,1,-4,1,11,1,-1
COc1ccc(C(=O)N2CCN(c3cccc(Cl)c3)CC2)cc1,-4,3,-2,-1,-6,6,-2,3,0
CC1(C)Cc2c(sc3nc(SCC(=O)N4CCOCC4)nc(N)c23)CO1,4,2,0,7,-4,1,-9,-2,3
O=c1[nH]c(CN2CCN(S(=O)(=O)c3ccc4c(c3)OCCO4)CC2)nc2sc3c(c12)CCCC3,-6,0,-1,13,-7,1,-19,3,1
CCn1cc(Cl)c(C(=O)NNC(=O)CCn2ccc([N+](=O)[O-])n2)n1,7,-4,2,6,-4,0,-7,-3,5

Three compounds out of the list above, arranged by the number in M1 antag, highest first:
SMILES,M1 antag
CC1CC(C)CN(c2cc(N(C)CCO)c([N+](=O)[O-])c3nonc23)C1 (stereo unspecified),11
O=C(NC1CCS(=O)(=O)C1)c1ccccc1Cl (stereo unspecified),-6
CC1(C)Cc2c(sc3nc(SCC(=O)N4CCOCC4)nc(N)c23)CO1,-9

Next section:
Structure,M4 antag,M5 ag,M5 PAM,CHRM1 PAM,M1 ag,M4 ag,M1 antag,M5 antag,TAAR1 ag
COc1ccc(CC(=O)n2[nH]c(=O)c3ccccc3c2=O)cc1OC,4,3,-8,-1,-2,0,0,14,8
CCS(=O)(=O)N1Cc2ccccc2CC1C(=O)Nc1ccc(OC)c(OC)c1 (stereo unspecified),-16,-3,8,-2,-4,0,-2,5,0
CCCCN(CC)CCNc1c(NC2CCN(C(=O)OCC)CC2)c(=O)c1=O,0,-1,-11,10,-10,0,-17,3,1
COCCn1c(C)cc(C(=O)COC(=O)c2ccc[nH]c2=O)c1C,1,0,-1,14,-6,1,-6,6,1
O=C(COc1ccc(Cl)cc1)NCCCNC(=O)c1cccnc1,-5,-1,2,1,0,2,0,3,4
C=CC[C@H](CC(=O)NCCO)C(=O)N[C@H](C)COC(=O)[C@@H](CC=C)Cc1ccc(F)cc1,5,2,-6,0,-5,6,0,9,8
COc1cccc(C2C(C(=O)c3cc4ccccc4o3)=C(O)C(=O)N2c2cc(C)on2)c1 (stereo unspecified),4,-2,-2,5,-3,0,-9,6,0
O=C(Cn1c(=O)[nH]c2ccccc2c1=O)Nc1cccnc1,-4,-5,5,3,-2,1,-6,-15,2
Cc1ccc(CN(C(=O)C(F)(F)F)C(C(=O)NC2CCCCC2)c2ccco2)cc1 (stereo unspecified),0,-12,-22,-7,-6,-2,-1,1,-1
N#CC(C#N)=C(N)/C(C#N)=C/c1cc(O)c(O)c(O)c1,2,2,2,-4,0,2,-21,-6,1
CC/C(=N\NC(=O)C1CCCC1)c1cccc(Br)c1,9,-3,-5,1,-4,-1,-2,19,-1
CC1Cc2ccccc2N1Cc1nc2scc(-c3cccs3)c2c(=O)[nH]1 (stereo unspecified),3,1,0,-1,1,0,7,1,6
O=C(CSc1ccccc1C(=O)O)NCc1ccco1,-2,-5,8,9,0,0,2,-8,7
O=C(Nc1ccc(S(=O)(=O)Nc2ccccc2)cc1)c1ccc(CN2CCOCC2)cc1,3,6,-25,-12,-3,13,12,17,15
COc1ccc(C(=O)Oc2cc(/C=N/NC(N)=S)ccc2OC)cc1,4,2,-4,2,-2,3,0,-2,10
O=C1CSC(c2ccc(Cl)cc2)N1Nc1nc(N2CCOCC2)nc(N2CCOCC2)n1 (stereo unspecified),-8,-2,-5,-7,-9,6,5,-6,3
CC1C(=O)N(Cc2cn(CCC3OCCO3)nn2)CCS(=O)(=O)N1Cc1ccc(-c2cccc(CO)c2)cc1 (stereo unspecified),-1,1,1,10,-6,0,-11,-10,0
Cc1nc2c(C(=O)NCc3ccccc3Cl)c[nH]n2c(=O)c1Cl,10,0,1,-2,-3,-1,4,7,4
O=c1cc(CSc2ccc(Cl)cc2)[nH]c2[nH]n(-c3ccccc3)c(=O)c12,20,1,-4,8,-1,1,-14,9,-1
CC1=NN(C(=O)Cc2ccccc2)C(O)(c2cccnc2)C1 (stereo unspecified),-1,0,12,3,-3,0,4,-8,2
Cc1ccc(Sc2cc(NCCCO)c([N+](=O)[O-])c3nonc23)cc1,-6,-4,-6,4,0,2,-9,8,3
COc1cc(CN2CCc3c([nH]c4ccccc34)C2)cc(OC)c1,10,-10,1,1,-7,0,-8,7,2
CC1CC(c2ccccc2)=Nc2ccccc2N1 (stereo unspecified),-8,6,15,8,-4,0,-7,-5,9
C=CCn1c(SCC(=O)c2c(N)n(C)c(=O)n(C)c2=O)nnc1-c1ccncc1,7,-1,-6,-6,-3,0,3,-1,14
O=C1N(c2ccccc2)C[C@@H]2C[C@@H](c3cccc4c3OCO4)N3CCC[C@@]123,14,-8,-8,-30,-12,2,49*,3,0
CC(=O)Nc1ccc(S(=O)(=O)N2CCC(N3CCCCCC3)CC2)cc1,1,-3,6,5,-10,0,-13,2,1
NC(=O)NC(=O)COC(=O)CCCCCNS(=O)(=O)c1ccc2c(c1)OCCO2,19,-3,-1,1,-3,2,-1,8,3
C/C(=N\NC(=O)Cc1ccccc1Cl)c1cccnc1,4,-3,-4,2,-3,0,-2,1,3
COc1ccccc1-c1cc(C(F)(F)F)nc(S(C)(=O)=O)n1,-2,-10,4,7,-4,0,-5,-5,21
O=C1CCN(Cc2nnnn2CC2CCCO2)c2ccccc2N1 (stereo unspecified),-4,-3,-1,6,-2,2,-11,-4,·
CC(=O)c1cccc(NC(=O)c2csc(-n3nc(C)cc3C(F)(F)F)n2)c1,-16,-3,1,0,-5,0,-1,-3,9
Cc1ccc(N2CCN(C(=O)c3ccccc3NC(=O)C3CC=CCC3C(=O)O)CC2)cc1 (stereo unspecified),4,0,8,2,0,1,-18,3,10
Cc1noc(/C=C/N(C)C)c1S(=O)(=O)N1CCC(C(=O)O)CC1,-6,1,-8,-6,-1,0,-5,5,1
Cc1ccccc1OCC(=O)N/N=C/c1ccncc1,-9,1,1,8,-5,0,-6,0,0
CS(=O)(=O)N(CC(=O)Nc1ccccc1C(=O)N1CCOCC1)c1ccc(Cl)cc1,-1,-3,-5,9,-1,1,-9,12,7
CC(C)(C)C1CCN2CCCC(c3ccc([N+](=O)[O-])cc3)(C1)C21OCCO1 (stereo unspecified),-1,-1,2,·,·,-3,·,-10,3
Cc1ccccc1OCCC(=O)N1CCN(S(=O)(=O)c2ccc(Cl)cc2)CC1,-1,-3,-8,1,-6,3,3,7,-1
CCn1nc(CC(=O)Nc2nnc(CC(=O)N3CCCC3)s2)c2ccccc2c1=O,-6,-3,7,-3,-1,1,5,-3,-1
O=C(CSc1n[nH]c(-c2cccnc2)n1)Nc1cccc(Cl)c1,4,2,1,2,0,2,-1,7,4
COc1ccc(C2=CC(=O)CC(C)(C)C2)cc1OC,-3,1,0,12,0,0,-9,8,22
C/C(=N\NC(=O)c1ccc2c(c1)OCO2)c1ccc(O)cc1,2,-3,-3,11,-1,1,-29,1,1
CC(=O)c1ccc(OC2(C)CCN(CCOc3ccc(C)cc3)C2)cc1 (stereo unspecified),3,-3,-7,10,-8,2,-18,5,-1
O=C1CCCC2=C1C(O)(C(F)(F)F)C(=O)N2Cc1ccccc1 (stereo unspecified),-1,-1,1,5,-4,1,3,2,17
CC(c1ccccc1)C1CC(=O)N(c2ccc(C(=O)O)cc2)C1=O (stereo unspecified),7,-1,-4,-10,-1,1,12,5,7
O=C(COC(=O)CC1CCCC1)Nc1cc2c(cc1Cl)C(=O)c1ccccc1C2=O,-7,2,4,8,2,1,-12,-8,3
COc1ccc(OC)c(NC(=O)CS(=O)(=O)c2ccccc2)c1,2,0,7,6,-4,0,-12,-8,18
NC(=O)C1CCN(C(=O)/C(=C/c2ccccc2)NC(=O)c2ccccc2)CC1,10,-1,-2,5,-3,0,-12,8,3
O=C(CN1C(=O)CCS(=O)(=O)c2ccccc21)NCc1ccc(F)cc1,4,0,3,1,-4,0,1,-1,-2
COc1ccc(Nc2nc(N)c([N+](=O)[O-])c(N3CCN(C)CC3)n2)cc1,1,-3,-1,7,4,2,0,16,3
CN(C)S(=O)(=O)c1cccc(N2C(=O)CC3(CCCCC3)CC2=O)c1,-9,8,3,9,1,6,6,7,4

These rows are one share of the data. The share of hits here may be higher or lower than overall.
